MazF activator = increases E. coli MazEF RNase cleavage of RNA | activation, % at 20 µM | FAM/BHQ RNA-DNA oligo cleavage fluorescence, 5 h | actives 0.32% (n = 350,000) | AID 504720; in the data active = activation above about 50%
Target sequence (P0AE70 whole entry, looked up): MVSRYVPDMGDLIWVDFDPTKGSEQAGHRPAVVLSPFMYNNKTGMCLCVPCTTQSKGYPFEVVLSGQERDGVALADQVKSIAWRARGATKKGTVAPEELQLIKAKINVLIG
Rv3671c inh = Rv3671c (M. tuberculosis) protease inhibition | P9WHR9 | AID 2606 | actives 0.048% (n = 320,000) | inhibition, % at 5.96 µM; in the data active = inhibition above about 38%;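 also: extracellular domain of Rv3671c used as enzyme; 0% = enzyme with DMSO and 100% = no enzyme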
UGM FP inh = inhibitors of M. tuberculosis UDP-galactopyranose mutase; AID 504406; purified UGM, fluorescence polarization probe displacement; actives 0.06% (n = 320,000); inhibition, % at 10 µM; P9WIQ1; in the data active = inhibition above about 10%, passing the limit was not always enough; inconclusive = no clear call, values can overlap the other calls
Target sequence (P9WIQ1 whole entry, looked up): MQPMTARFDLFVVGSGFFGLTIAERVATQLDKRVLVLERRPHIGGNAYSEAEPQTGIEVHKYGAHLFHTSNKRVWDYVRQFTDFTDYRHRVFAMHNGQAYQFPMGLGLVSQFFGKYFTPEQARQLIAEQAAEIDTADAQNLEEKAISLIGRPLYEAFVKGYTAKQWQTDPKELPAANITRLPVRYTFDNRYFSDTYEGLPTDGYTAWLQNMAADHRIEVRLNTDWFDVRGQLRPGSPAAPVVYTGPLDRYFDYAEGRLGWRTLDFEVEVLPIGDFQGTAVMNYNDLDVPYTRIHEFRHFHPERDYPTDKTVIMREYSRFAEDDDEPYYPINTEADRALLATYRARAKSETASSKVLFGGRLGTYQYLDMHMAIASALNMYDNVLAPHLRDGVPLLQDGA
FBA Mtb inh = Mtb fructose-bisphosphate aldolase inhibition; P9WQA3; purified M. tuberculosis FBA, fluorescence read-out; inhibition, % at 1 µM; actives 2.3% (n = 360,000); AID 588726; in the data active = inhibition above about 27%;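 also: 0% = vehicle and 100% = reference inhibitor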
Target sequence (P9WQA3 whole entry, looked up): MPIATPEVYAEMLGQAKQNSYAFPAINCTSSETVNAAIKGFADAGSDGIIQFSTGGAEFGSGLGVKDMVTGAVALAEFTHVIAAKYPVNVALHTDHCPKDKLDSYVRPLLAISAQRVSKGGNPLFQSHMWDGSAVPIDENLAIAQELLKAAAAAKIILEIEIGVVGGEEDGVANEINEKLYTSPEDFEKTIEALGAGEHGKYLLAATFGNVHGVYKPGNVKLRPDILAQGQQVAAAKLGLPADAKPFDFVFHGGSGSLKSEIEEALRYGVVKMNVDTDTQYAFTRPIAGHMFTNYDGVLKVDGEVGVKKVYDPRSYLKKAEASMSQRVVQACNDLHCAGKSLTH
BoNT-F LC inh = inhibitors of Botulinum neurotoxin F light chain protease; Multiplex microsphere protease cleavage assay, flow cytometry; AID 588497; actives 0.22% (n = 360,000); inhibition, % at 10 µM; in the data active = inhibition above about 35%, passing the limit was not always enough; inconclusive = no clear call, values can overlap the other calls; also: plate controls were buffer without enzyme for full effect and enzyme alone for no effect
CCHF vOTU inh = CCHFV vOTU protease inhibition; inhibition, % at 11.5 µM; actives 0.55% (n = 370,000); Pep-AMC fluorescence; AID 651958; also: 0% = vehicle wells with enzyme and 100% = no enzyme wells
FadD28 binding = M. tuberculosis FadD28 bisubstrate binding inhibition; FadD28 bisubstrate probe binding, fluorescence polarization; inhibition, % at 12.5 µM; actives 0.22% (n = 360,000); in the data active = inhibition above about 8.5%, passing the limit was not always enough; inconclusive = no clear call, values can overlap the other calls
VHR inh abs = blocks human VHR1 dual specificity phosphatase; AID 1654; inhibition, % at 13.3 µM; recombinant VHR phosphatase, pNPP absorbance; actives 0.52% (n = 290,000); in the data active = inhibition above about 50%; also: some compounds called inactive have numbers as strong as hits
Mtb BioA inh = BioA (M. tuberculosis) enzyme inhibition. purified M. tuberculosis BioA enzyme, plate reader. inhibition, % at 9.99 µM. actives 0.096% (n = 360,000). AID 602481; in the data active = inhibition above about 40%; inconclusive = no clear call, values can overlap the other calls
GDH-TPI inh = inhibits GDH-TPI coupling enzymes, artifact for Mtb FBA screen | GDH-TPI coupled enzyme counterscreen, NADH absorbance | inhibition, % at 4.8 µM | actives 1.2% (n = 360,000) | AID 588335;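 also: 0% = DMSO wells and 100% = wells lacking the enzyme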
The depositor's hits bear a star; ? = inconclusive; / = no result given. Rule as the data show it, unless noted: active = inhibition above about 30%; inactive = the rest. Rows are unselected (roughly 4.9% active in at least one column).

SMILES | MazF activator | Rv3671c inh | UGM FP inh | FBA Mtb inh | BoNT-F LC inh | CCHF vOTU inh | FadD28 binding | VHR inh abs | Mtb BioA inh | GDH-TPI inh
Cc1ccc2nc3c(c(Nc4ccc5c(c4)OCCO5)c2c1)CCC3 | 26 | 9 | -0.8 | -4 | -5 | 2 | -3.2 | 6 | 5.7 | 18
CC1=NN(C(=O)COc2cc(C)ccc2C(C)C)C(O)(c2ccccc2)C1 (stereo not drawn) | 1 | 0 | 0.8 | 3 | ? | -3 | -4.4 | 17 | / | 12
N#CC1=C(N)C2=CCCC[C@H]2[C@H](c2ccc(Br)cc2)C1(C#N)C#N | -18 | -10 | 2.4 | 5 | -11 | / | -0.7 | 0 | / | 0
COc1ccc(S(=O)(=O)NCC(c2cccnc2)N2CCN(c3ccccc3OC)CC2)cc1C (stereo not drawn) | -4 | / | / | 0 | 0 | -4 | -0.2 | 32 | 0.8 | 11
COc1ccc(Nc2c3c(c(C#N)c4nc5ccccc5n24)CCC3)cc1 | 9 | 2 | -1.1 | 4 | 0 | -11 | -3.3 | 6 | -1.3 | 11
Cn1cccc1C(=O)OCC(=O)N1CC(=O)Nc2ccccc21 | 8 | 1 | -0.5 | 2 | -7 | 20 | -3.1 | 18 | -2.1 | 9
O=C(NNC(=O)C1CC(c2cccs2)=NO1)NC1CCCCC1 (stereo not drawn) | 5 | -3 | -3.1 | 0 | 1 | 3 | -1.4 | 22 | 0.8 | -6
COc1cccc(/C=N/NC(=O)c2ccc([N+](=O)[O-])cc2Cl)c1O | 1 | 5 | -0.5 | -1 | 2 | 0 | 0.6 | 4 | / | 5
O=C1C2=C(SCCS2)C(=O)N1c1ccccc1 | -29 | 9 | 0.2 | 0 | 7 | -5 | -2.2 | -6 | -7.9 | 0
CSc1ccccc1NC(=O)N1CCCC(C(=O)c2ccc3c(c2)OCO3)C1 (stereo not drawn) | -8 | 0 | -1.2 | 1 | -2 | 3 | -3.5 | 39 | 0.1 | -1
CC(C)(C)c1nnc(NS(=O)(=O)c2cc(Cl)ccc2Cl)s1 | -2 | -4 | 3.2 | -1 | / | 24 | -1.8 | 5 | -0.3 | 9
COc1ccccc1Oc1cc(-n2nc(C)cc2C)ncn1 | 0 | -7 | 0.9 | 3 | -5 | 3 | -3.9 | 33 | -1.0 | 7
Nc1cc(OC(=O)c2ccco2)nn1S(=O)(=O)c1ccc(F)cc1 | 0 | -7 | 2.0 | 30* | 9 | -2 | -2.3 | 15 | 1.8 | -5
COc1ccc(CCN2C(=O)CC(NC34CC5CC(CC(C5)C3)C4)C2=O)cc1OC (stereo not drawn) | 11 | 10 | -1.9 | -2 | -7 | 1 | -1.8 | 6 | / | 2
CCS(=O)(=O)Nc1ccc(-c2nnc(SCC(=O)OC)o2)cc1 | -1 | 10 | -1.3 | -3 | -1 | 3 | -0.4 | 16 | -2.3 | 12
NS(=O)(=O)c1ccc(CCNC(=O)COc2ccc3c4c(c(=O)oc3c2)CCC4)cc1 | 11 | -7 | -0.6 | 23 | -5 | -2 | -0.1 | 2 | -1.3 | 28
Cc1ccc(S(=O)(=O)NCC(=O)NCC(=O)NCCc2ccc(Cl)cc2)cc1C | 2 | / | / | 3 | 4 | -10 | -2.3 | / | 0.8 | 11
CCC1=Nc2cc(C(=O)NCCCOC)ccc2Sc2ccccc21 | 5 | 1 | -0.8 | -4 | 2 | -6 | 0.0 | 37 | -1.3 | 12
CC(C)C(NC(=O)CCNC(=O)c1ccc(C(C)(C)C)cc1)c1nc2ccccc2[nH]1 (stereo not drawn) | -2 | 0 | 4.7 | 3 | -6 | 18 | 0.2 | / | -3.6 | 11
C=CCn1c(CCNC(=O)c2cccs2)nnc1SCC(=O)c1cccc([N+](=O)[O-])c1 | -2 | 9 | 0.9 | 0 | 5 | 5 | -2.1 | -8 | 5.1 | 13
O=C(CCNS(=O)(=O)c1cccc2nsnc12)NCc1ccc(F)cc1 | -4 | 11 | -0.2 | 4 | -10 | -6 | -0.8 | -5 | / | 10
NC(=O)COC(=O)C12CC3CC(CC(O)(C3)C1)C2 | 0 | 1 | 1.1 | 0 | 22 | -6 | -3.2 | 22 | / | -1
C#Cc1ccc([C@@H]2C=C(C(=O)N3CCOCC3)O[C@H](OCc3ccc(CO)cc3)C2)cc1 | 3 | 0 | 1.8 | 0 | -2 | -8 | -5.3 | / | -1.2 | 4
CN(CC(=O)Nc1ccccc1Cl)CC(=O)N1CCc2ccccc21 | -13 | -3 | 0.5 | -3 | -8 | -10 | -3.0 | / | 2.8 | -7
Clc1nccnc1N/N=C/c1ccc(Br)cc1 | 12 | -5 | 1.8 | 0 | 19 | -6 | -6.5 | 72 | 2.9 | 24
Next records follow.
SMILES | MazF activator | Rv3671c inh | UGM FP inh | FBA Mtb inh | BoNT-F LC inh | CCHF vOTU inh | FadD28 binding | VHR inh abs | Mtb BioA inh | GDH-TPI inh
O=C(NC1CC1)c1ccc2sc([C@@H]3O[C@H](CO)[C@H](O)[C@H](O)[C@H]3O)nc2c1 | / | / | / | -1 | -4 | 3 | -3.2 | / | -0.6 | 1
O=C(NC1CCCCC1)C1CCCN(S(=O)(=O)c2ccc(F)cc2)C1 (stereo not drawn) | -21 | -13 | -1.7 | 3 | -2 | 1 | 2.4 | 4 | -3.5 | 2
COc1cc(NC(=O)C2CC(=O)NC3=C2C(=O)CCC3)cc(OC)c1 (stereo not drawn) | 4 | 6 | -4.1 | -1 | -3 | -12 | -2.7 | 25 | -3.0 | -1
Cc1cc(CN2C(=O)c3ccccc3C2=O)on1 | 11 | -4 | -1.6 | 1 | -9 | 18 | -1.2 | -9 | -1.7 | 4
Cc1onc(-c2c(F)cccc2Cl)c1C(=O)NCc1ccccn1 | 7 | -2 | -2.0 | 2 | 11 | 0 | -2.0 | 26 | 5.5 | 2
CCCC(=O)Nc1nnc(S(=O)(=O)N(C)Cc2ccco2)s1 | -4 | 2 | 0.0 | 1 | 4 | / | -1.1 | 13 | -0.6 | 2
O=C(CC(=O)Nc1ccccc1)Nc1ccccc1 | 10 | 6 | 0.6 | 2 | -8 | 1 | -2.1 | / | / | 7
CCn1nc(C(=O)OCC(=O)N2c3ccccc3CC2C)c2ccccc2c1=O (stereo not drawn) | 4 | -3 | 0.0 | 0 | 7 | 6 | -2.9 | 12 | -0.3 | -1
CCC/C(O)=C1\C(=O)CC(C)(C)CC1=Nc1ccc(OC)cc1OC | -8 | 19 | -0.7 | 1 | -4 | 13 | -2.3 | 9 | 1.2 | 18
CCCCNC(=O)OCC(CC)NC(=O)OCC(C)C (stereo not drawn) | 3 | 1 | 4.9 | 0 | -15 | -2 | -0.4 | 48 | / | -7
COc1cc2c(cc1OC)C(COc1ccccc1OC)N(C(C)=O)CC2 (stereo not drawn) | 4 | 4 | -0.3 | 2 | 32 | -10 | -2.8 | 35 | 1.7 | 1
Cc1ccc(/C=C2/NC(=O)N(Cc3ccccc3F)C2=O)s1 | 86* | -6 | 6.0 | -2 | 2 | 13 | -1.8 | 12 | / | 17
CC(=O)Nc1ccc(Cc2nc3ccccc3[nH]2)cc1 | 4 | -3 | -2.2 | 0 | -3 | -7 | -3.8 | 7 | / | -5
Cc1ccc(/C=C(\NC(=O)c2ccccc2)C(=O)NCCN2CCOCC2)o1 | -3 | 1 | -3.1 | 1 | -4 | 9 | -0.5 | 25 | -0.3 | 27
COc1ccccc1C1=NCc2nnc(C)n2-c2ccc(Cl)cc21 | 4 | 9 | -1.2 | -4 | 2 | 2 | 1.2 | 10 | / | 4
CC(NC(=O)c1cc(S(=O)(=O)N2CCCC2)cn1C)c1ccccc1 (stereo not drawn) | -11 | -1 | -0.5 | 2 | 2 | 11 | -1.2 | 9 | -2.1 | 11
CCN(CC)S(=O)(=O)c1ccc(-c2nnc(SCC(=O)Nc3ccc(OC)cc3)o2)cc1 | 1 | -8 | 2.2 | 1 | 2 | 11 | 0.6 | 1 | -5.1 | 12
Cc1cc(NNC(=O)c2cccc(C(F)(F)F)c2)nc2c1c(C)nn2C | -4 | -2 | 3.5 | 0 | -7 | -1 | -3.5 | 14 | / | -7
CCCC(=O)Nc1ccccc1NC(=O)c1ccc(OCC)cc1 | 7 | -9 | 1.6 | -3 | -1 | 3 | 0.8 | -2 | / | 3
Cc1ccc(NC(=O)C2(c3ccc([N+](=O)[O-])cc3)CCCC2)cc1 | 5 | -4 | 1.1 | 1 | -6 | -7 | -1.2 | 5 | -1.2 | 4
C=CCn1c(SCC(=O)NCc2ccccc2)nnc1-c1ccccc1O | 8 | 5 | 0.3 | 2 | -6 | -9 | 1.5 | -19 | 1.2 | -4
Cc1ccc(C)c(NC(=S)NCCN2CCOCC2)c1 | 8 | 2 | 0.9 | 3 | 4 | 10 | 0.2 | / | 0.5 | 11
COc1ccccc1CN1C[C@@H]2C[C@@H](c3ccccc3C)N3CCC[C@@]23C1=O | -4 | -1 | -1.7 | 2 | 12 | 9 | -1.0 | 17 | / | 7
C=CCCC1CN(CCCC)S(=O)(=O)c2c(F)cccc2O1 (stereo not drawn) | -4 | / | / | 1 | -2 | 2 | -2.3 | / | 1.9 | 0
CCOc1ccccc1NC(=O)c1c(NC(=O)CCC(=O)O)sc2c1CCCCC2 | -1 | / | / | 1 | 5 | 25 | -0.6 | 17 | / | 7
Next part.
SMILES | MazF activator | Rv3671c inh | UGM FP inh | FBA Mtb inh | BoNT-F LC inh | CCHF vOTU inh | FadD28 binding | VHR inh abs | Mtb BioA inh | GDH-TPI inh
CC(=O)NC1=NC(=O)/C(=C/c2cn(C(C)=O)nc2-c2ccccc2)S1 | 6 | -21 | -4.1 | -1 | -3 | -4 | -4.8 | 24 | / | 8
O=c1cc(NCCO)c2ccccc2o1 | 7 | 11 | 1.1 | -5 | -4 | 4 | 1.3 | 23 | -1.3 | -6
COc1ccccc1CNS(=O)(=O)c1cc2c3c(c1)C(C)C(=O)N3CCC2 (stereo not drawn) | 6 | -7 | -0.1 | -1 | -5 | 3 | -3.2 | 2 | -1.0 | 2
O=C(c1ccc2ccccc2c1)C1CCCN(C(=O)CCn2cnnn2)C1 (stereo not drawn) | 5 | 6 | 0.2 | 6 | -3 | 0 | -4.2 | 4 | 1.8 | -6
COC(=O)c1ccc(NC(=O)CS(=O)(=O)Cc2ccccc2)cc1 | -5 | -8 | -4.0 | -8 | -4 | 7 | 0.1 | -1 | -1.9 | 7
CCC(=O)N1CCN(c2ccc(NC(=O)c3ccc4c(c3)OCCO4)cc2)CC1 | 1 | -8 | -1.5 | -1 | -14 | -14 | -2.6 | 23 | -1.3 | 26
CCCCc1ccc(NC(=O)Nc2c(C)n(C)n(-c3ccccc3)c2=O)cc1 | 2 | -1 | 2.2 | 0 | 13 | -4 | -2.0 | 19 | -0.2 | 4
O=c1c2ccccc2nc(-c2ccccc2)n1CCCN1CCOCC1 | 2 | 7 | -0.4 | -3 | -5 | 14 | -1.0 | 14 | -0.2 | 17
COc1cc([N+](=O)[O-])c(C(=O)N2CCOCC2)c([N+](=O)[O-])c1 | -1 | 7 | -5.0 | 1 | -5 | 24 | 0.6 | 29 | / | 8
Cc1ccc(Nc2nc(COC(=O)C3CC3)cs2)cc1 | 4 | 3 | -2.1 | 1 | -4 | -9 | -1.3 | 7 | -0.8 | -5
Cn1c(=O)[nH]c2ncn(C)c2c1=O | -6 | 4 | -1.7 | 1 | -4 | 20 | -2.9 | / | -1.0 | -11
CC1=CC(C)(C)NC(=S)N1CCO | -1 | / | / | 3 | 0 | -7 | -0.8 | / | -0.7 | 5
